Assay outcomes deposited in PubChem BioAssay by National Center for Advancing Translational Sciences (NCATS).
A549 tox: A549 cytotoxicity, counter-screen for Nrf2 inhibitors; Potency, µM (doses to about 46 µM), for inactives: top-dose activity change, negative = cytotoxicity, actives largely listed as inhibitors; AID 504648; 390,000 compounds, 0.16% hits; A549 ARE-Fluc cells, CellTiter-Fluor viability, 18-24 h; also: % is scaled to controls: 0 for no effect and ±100 for the full control effect
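A549 ARE-Fluc cells in 5% FBS OPTI-MEM, 5000 cells/well, rested 2 h then exposed to compounds in concentration-response for 18-24 h at 37 °C. Viability by CellTiter-Fluor fluorescence (Ex 405/Em 525) after 30 min; luciferase luminescence (BugLite, 15 min, RT) read afterwards.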
MCF10A rerep: induces DNA re-replication in MCF 10a normal breast cells; MCF 10A DNA re-replication, Hoechst nuclear intensity, 48 h; Potency, µM (series often up to 46.1 µM), without a hit: top-dose activity, positive = re-replication, hits mostly activators; 350,000 compounds, 2.9% hits; AID 624296; also: % of control where 0% means no effect; nearly all actives have a fitted effect of over 50% in size
ATXN2 expr inh: ATXN2 expression inhibition | HEK-293 ATXN2-luciferase reporter, luminescence, 24 h | AID 1745845 | 360,000 compounds, 0.72% hits | Potency, µM (series often up to 57 µM), for the others: at the highest dose activity change, negative = inhibition, usual class: inhibitors; also: % is scaled to controls: 0 for no effect and ±100 for the full control effect; nearly all actives have a fitted effect of over 55% in size
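ATXN2-luciferase reporter cells (luciferase flanked by upstream and downstream ATXN2 gene portions) were treated 24 h at 37 °C with compounds at up to 57 uM. SteadyGlo luminescence gave expression; GF-AFC fluorescence gave viability.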
Nrf2 block: inhibitors of Nrf2 signaling; A549 ARE-Fluc reporter, luciferase luminescence, 18-24 h; Potency, µM (doses to about 46 µM), inactives show at the highest dose activity change, negative = inhibition, hits mostly inhibitors; 360,000 compounds, 2.1% hits; AID 504444; also: % is scaled to controls: 0 for no effect and ±100 for the full control effect; nearly all actives have a fitted effect of over 60% in size
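In this cell-based qHTS, ARE-driven firefly luciferase in A549 cells reports Nrf2 activity; the luminescent signal after BugLite lysis is the measured value, with a prior CellTiter-Fluor read for cell health.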
Nrf2 ARE act: Nrf2 pathway activation | AREc32 ARE-luciferase reporter (MCF7-derived line), luminescence, 24 h | AID 624171 | Potency, µM (highest dose often 46.1 µM), for the others: at the highest dose activation, usual class: activators | 410,000 compounds, 0.31% hits; also: % of control where 0% means no effect; nearly all actives have a fitted effect of over 65% in size
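AREc32 cells carrying an ARE-driven firefly luciferase, 1000 cells/well in OPTI-MEM with 5% FBS, dosed after overnight attachment and incubated 24 hr at 37 deg C. Steady-Glo luminescence read after 30 min at RT.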
TGFb inhibitor: blocks TGF-b signaling | HepG2 CAGA-GFP TGF-b/SMAD3 reporter, GFP fluorescence, 18 h; TGF-beta stimulated, 500 pg/mL final | Potency, µM (doses to about 46.1 µM), for the others: at the top dose activity, negative = inhibition, actives largely listed as inhibitors | 410,000 compounds, 1.2% hits | AID 588855; also: % is scaled to controls: 0 for no effect and ±100 for the full control effect; nearly all actives have a fitted effect of over 65% in size
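TGF-beta reporter screen: HEPG2 CAGA-GFP, 1% FBS, 500 pg/mL TGF-beta final, 18 h; per-cell GFP summed per well; curves fitted and categorized by class.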
HepG2 viability: counter-screen for TGF-b inhibitors: cytotoxicity in HepG2 cells | HepG2 CAGA-GFP viability, ATP luminescence, 18 h | Potency, µM (series often up to 46.1 µM), for inactives: at the highest dose activity change, negative = cytotoxicity, most hits filed as cytotoxic | 410,000 compounds, 0.76% hits; also: some results filed as inactive show a strong effect at the top dose
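CellTiter-Glo luminescence gave cytotoxicity after 18 hours at 37 degrees C. The cells were HepG2 CAGA-GFP in 1% FBS DMEM, stimulated with 500 pg/mL TGF-beta after compound addition. %Activity was normalised to no-cell wells (complete cell-killing) and DMSO (no toxicity), and curves were fitted and classified.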
EPAC2 antagonist: antagonists of human EPAC2. Q8WZA2. EPAC2 GEF exchange of Rap1B-BODIPY-GDP, fluorescence. Potency, µM (top dose mostly 114 µM), inactives show at the top dose activity, negative = inhibition, most hits filed as inhibitors. 360,000 compounds, 0.18% hits. AID 720708; also: % is scaled to controls: 0 for no effect and ±100 for the full control effect; nearly all actives have a fitted effect of over 45% in size; many of its hits are not listed in these tables
Target sequence (Q8WZA2 whole entry, looked up): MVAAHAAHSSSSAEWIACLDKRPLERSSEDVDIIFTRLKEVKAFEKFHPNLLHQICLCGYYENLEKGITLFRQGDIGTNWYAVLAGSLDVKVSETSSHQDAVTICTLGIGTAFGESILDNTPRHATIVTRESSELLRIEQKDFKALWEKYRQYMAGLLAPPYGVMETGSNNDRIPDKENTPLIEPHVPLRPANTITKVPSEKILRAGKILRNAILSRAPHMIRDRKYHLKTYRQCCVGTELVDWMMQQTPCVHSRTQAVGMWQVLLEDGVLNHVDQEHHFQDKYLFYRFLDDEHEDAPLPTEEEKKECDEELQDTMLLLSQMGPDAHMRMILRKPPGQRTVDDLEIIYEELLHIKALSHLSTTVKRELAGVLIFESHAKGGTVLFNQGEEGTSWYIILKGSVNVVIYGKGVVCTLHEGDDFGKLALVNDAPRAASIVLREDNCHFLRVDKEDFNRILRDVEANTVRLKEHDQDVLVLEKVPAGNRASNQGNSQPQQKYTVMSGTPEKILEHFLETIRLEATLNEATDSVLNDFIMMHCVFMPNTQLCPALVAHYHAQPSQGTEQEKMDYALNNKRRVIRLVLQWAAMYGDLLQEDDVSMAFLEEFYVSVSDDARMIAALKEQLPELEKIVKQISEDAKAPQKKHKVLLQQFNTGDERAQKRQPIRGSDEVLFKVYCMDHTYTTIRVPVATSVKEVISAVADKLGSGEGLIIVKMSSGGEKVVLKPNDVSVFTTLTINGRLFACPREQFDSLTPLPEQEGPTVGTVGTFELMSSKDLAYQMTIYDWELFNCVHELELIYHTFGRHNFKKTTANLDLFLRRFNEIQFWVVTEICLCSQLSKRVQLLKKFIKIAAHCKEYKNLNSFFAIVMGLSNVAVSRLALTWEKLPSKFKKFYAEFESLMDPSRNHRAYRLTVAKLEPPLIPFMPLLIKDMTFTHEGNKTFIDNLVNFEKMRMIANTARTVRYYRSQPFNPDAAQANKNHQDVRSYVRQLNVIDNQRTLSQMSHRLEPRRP
S2 tox: viability counter-screen for ATXN expression inhibitors | S2 cells (HEK-293 line with an ATXN2-luciferase reporter) viability, CellTiter-Fluor protease fluorescence, 24 h | Potency, µM (doses to about 56.7 µM), usual class: cytotoxic | 400,000 compounds, 0.49% hits; also: nearly all actives have a fitted effect of over 40% in size
Numbers without * were called inactive; i = inactive; ? = inconclusive; / = not tested or not shown; [ ] = dose if it differs, or a comment. Calls follow the shape of the dose curve; as a rule, active = well fitted curve in the direction sought with a large enough effect; inconclusive = small, poorly fitted or top-dose-only effect, or another doubt; inactive = no such curve, though single readings can be large; an effect the other way counts as inactive or inconclusive. Potency is read from the fitted curve at half-maximal effect. These rows are one share of the data. The share of hits here may be higher or lower than overall.

compound	A549 tox	MCF10A rerep	ATXN2 expr inh	Nrf2 block	Nrf2 ARE act	TGFb inhibitor	HepG2 viability	EPAC2 antagonist	S2 tox
O=C(CN(c1ccccc1)S(=O)(=O)c1ccccc1)N1CCN(Cc2ccc3c(c2)OCO3)CC1	0%	-4%	-3%	-28%	1.9%	4%	-10%	-6%	i
CC(C)Cc1nnc(N)s1	0%	-4%	1%	7%	-0.4%	-11%	0%	16%	?
COC(=O)Nc1nn(-c2ccc(C)cc2)c(=O)c(C#N)c1C	4%	-12%	-6%	10%	-0.1%	-1%	-4%	-7%	i
OCC1(CO)COC(/C=C/c2ccccc2)=N1	2%	5%	/	?	22%	13%	-18%	1%	i
COCCNc1oc(-c2ccc(OC)cc2)nc1C#N	-4%	/	29%	1%	2.6%	1%	-6%	/	i
COC(=O)c1ccc(NC(=O)CSc2nnc(CNc3ccc(OC)cc3)n2C)cc1	-3%	-4%	4%	8%	0.3%	-3%	-13%	-2%	i
COCCn1c(Cc2ccccc2)nnc1SCC(=O)N1CCCC1=O	0%	25%	9%	9%	-0.2%	16%	31%	1%	i
O=C(NCC1COc2ccccc2O1)C1CCCN(S(=O)(=O)c2cnc[nH]2)C1 (centres undefined)	1%	4%	0%	5%	-1.4%	4%	5%	2%	i
CCn1c(SCc2cc(=O)[nH]c3ccccc23)nnc1C1CC1	-1%	-1%	5%	-1%	-0.5%	4%	1%	5%	i
CC(=O)Nc1nc2c(s1)C(=O)NCCC2	1%	21%	-20%	-15%	0.1%	-13%	-7%	1%	i

Next section:
compound	A549 tox	MCF10A rerep	ATXN2 expr inh	Nrf2 block	Nrf2 ARE act	TGFb inhibitor	HepG2 viability	EPAC2 antagonist	S2 tox
CN(C(=O)c1ccc(NC(=O)Cc2cccc(NC(=O)C3CCN(C(=O)c4ccccc4)CC3)c2)cc1)C1CCCC1	8%	?	1%	-14%	3.4%	-3%	-11%	-11%	i
Oc1ccc2nc(Cc3ccccc3)[nH]c2c1	15%	-15%	7%	6%	-0.2%	4%	-10%	3%	i
CCOC(=O)C1C(=O)NCC2CCCC21 (centres undefined)	2%	-2%	0%	11%	-0.3%	-6%	-1%	1%	i
COc1ccc(S(=O)(=O)N2CCC(C)CC2)cc1OC	11%	-5%	/	5%	-0.1%	0%	-5%	6%	i
COc1ccccc1CNc1nc(NCc2ccc(C(C)C)cc2)c2sccc2n1	/	/	32µM*	/	-0.1%[9.22 µM]	?	-101%	-14%	/
COc1ccccc1C(=O)O/N=C(\N)c1ccccc1Cl	?	6%	/	11%	23%	0%	-6%	1%	i
O=C1C2C3CCC(C3)C2C(=O)N1Cc1ccccc1 (centres undefined)	5%	-33%[inhibitor]	-8%	-5%	0.5%	-24%	-10%	-1%	i
O=[N+]([O-])c1ccc(O)c(-c2nn[nH]n2)c1	-7%	3%	65%[activator]	?	2.7%	10%	-32%	-2%	i
COc1ccccc1Nc1nc(N)nc(CSC(=S)N2CC(C)CC(C)C2)n1 (centres undefined)	12%	20%	8%	6%	0.2%	-25%	-1%	-11%	i
Cn1nnc(NC(=O)c2ccco2)n1	/	1%	-10%	1%	0.0%	19%	4%	2%	i

Three neighbouring compounds out of the list so far, for reference:
compound	A549 tox	MCF10A rerep	ATXN2 expr inh	Nrf2 block	Nrf2 ARE act	TGFb inhibitor	HepG2 viability	EPAC2 antagonist	S2 tox
CC(=O)Nc1nc2c(s1)C(=O)NCCC2	1%	21%	-20%	-15%	0.1%	-13%	-7%	1%	i
CN(C(=O)c1ccc(NC(=O)Cc2cccc(NC(=O)C3CCN(C(=O)c4ccccc4)CC3)c2)cc1)C1CCCC1	8%	?	1%	-14%	3.4%	-3%	-11%	-11%	i
Oc1ccc2nc(Cc3ccccc3)[nH]c2c1	15%	-15%	7%	6%	-0.2%	4%	-10%	3%	i

Continuation.
compound	A549 tox	MCF10A rerep	ATXN2 expr inh	Nrf2 block	Nrf2 ARE act	TGFb inhibitor	HepG2 viability	EPAC2 antagonist	S2 tox
O=C(CSc1nc2c(c(=O)n1-c1ccc(Cl)cc1)SCC2)Nc1ccc2c(c1)OCCO2	0%	-1%	-11%	-21%	-0.4%	1%	-12%	4%	i
CCn1c(CNC(=O)c2ccc(Cl)cc2)nnc1SCC(=O)N1CCOCC1	-6%	-4%	6%	-20%	-0.9%	3%	-4%	-8%	i
Cn1c(Sc2ccccc2Cl)c(C=O)c2ccccc21	-5%	?	-4%	5%	-0.5%	?	-14%	-15%	?
CCCCC1CCC(C(=O)Nc2ccc(N3CCOCC3)cc2N2CCOCC2)CC1 (centres undefined)	-4%	1%	3%	1%	-1.0%	4%	2%	-9%	i
Cc1ccc(/C=N/NC(=O)c2nnn(-c3nonc3N)c2-c2cccs2)cc1	13%	?	/	5%	-0.5%	-4%	-2%	?	?
CCCS(=O)(=O)NCc1cn2c(C)csc2n1	-4%	-2%	30%[activator]	?	0.1%	0%	9%	-4%	i
CCc1nnc(NC(=O)CSc2nnc(COc3ccccc3)n2Cc2ccccc2)s1	-2%	-1%	-10%	-11%	0.3%	13%	1%	14%	i
CSc1ccc(C2Nc3cccc4cccc(c34)N2)cc1	-5%	6%	/	12%	21%	-1%	4%	-13%	i
O=C(OC(C(=O)Nc1ccc(Cl)cc1C(F)(F)F)c1ccccc1)C1=COCCO1 (centres undefined)	-7%	1%	3%	11%	-0.6%	-9%	-2%	1%	?
S=C(NCCCn1ccnc1)NC1CCCCC1	10%	?	-3%	16%	2.0%	-5%	2%	14%	i

Entries of single compounds, looked up by structure. Order of screens: A549 tox	MCF10A rerep	ATXN2 expr inh	Nrf2 block	Nrf2 ARE act	TGFb inhibitor	HepG2 viability	EPAC2 antagonist	S2 tox
Profile of CCn1c(CNC(=O)c2ccc(Cl)cc2)nnc1SCC(=O)N1CCOCC1 : -6%	-4%	6%	-20%	-0.9%	3%	-4%	-8%	i
Profile of O=C(OC(C(=O)Nc1ccc(Cl)cc1C(F)(F)F)c1ccccc1)C1=COCCO1 (centres undefined) : -7%	1%	3%	11%	-0.6%	-9%	-2%	1%	?
Profile of CCc1nnc(NC(=O)CSc2nnc(COc3ccccc3)n2Cc2ccccc2)s1 : -2%	-1%	-10%	-11%	0.3%	13%	1%	14%	i
Profile of Cc1ccc(/C=N/NC(=O)c2nnn(-c3nonc3N)c2-c2cccs2)cc1 : 13%	?	/	5%	-0.5%	-4%	-2%	?	?
Profile of Cn1c(Sc2ccccc2Cl)c(C=O)c2ccccc21 : -5%	?	-4%	5%	-0.5%	?	-14%	-15%	?

Next part
compound	A549 tox	MCF10A rerep	ATXN2 expr inh	Nrf2 block	Nrf2 ARE act	TGFb inhibitor	HepG2 viability	EPAC2 antagonist	S2 tox
Cc1ccc(NC(=O)Nc2nnc(-c3ccccc3)o2)cc1	2%	18%	-1%[11.3 µM]	13%	4.5%	0%	13%	-2%	i
CCOc1ccc(OCCn2c(SCC(=O)O)nc3ccccc32)cc1	-4%	-2%	1%	?	0.8%	0%	-1%	7%	i
Cc1nc2nc(C)c(CCC(=O)N3CCN(c4ccccc4)CC3)c(C)n2n1	16%	8%	7%	-34%	-0.4%	-6%	-2%	1%	i
CC(=O)c1ccccc1OCCOc1ncnc2sccc12	7%	3%	20%	11%	2.3%	-2%	-4%	1%	i
Cc1ccc2nc(CNC(=O)c3ccccc3)[nH]c2c1	-4%	/	72%[activator]	?	3.4%	-2%	-2%	/	i
CCOC(=O)c1c(NC(=O)c2cc(=O)c3c(C)cc(C)cc3o2)sc2c1CCC2	-8%	/	2%	10%	-1.1%	12%	3%	/	i
Cc1ccc(Cn2ccc(NC(=O)c3c(-c4ccccc4Cl)noc3C)n2)cc1	-4%	-3%	-6%	-23%	-0.3%	2%	-4%	-2%	i
CCCCCCSc1ccc(-c2nc3ccc(Cl)cn3c2NC2CCCCC2)cc1	8%	?	10%	10%	-1.6%	?	-15%	2%	i
COCc1cc(C)nc(SCC(=O)Nc2ccccc2N2CCOCC2)c1C#N	3%	21µM*	-6%	5%	-0.5%	0%	-6%	-6%	i
O=c1c2c(-c3ccccc3)csc2nc2c3ccccc3c(NCCN3CCOCC3)nn12	-6%	9.2µM*	?	10%	4.2%	0%	-4%	?	/

More results follow:
compound	A549 tox	MCF10A rerep	ATXN2 expr inh	Nrf2 block	Nrf2 ARE act	TGFb inhibitor	HepG2 viability	EPAC2 antagonist	S2 tox
Cc1ccccc1CSCC(=O)NC(=O)NC(C)(C)C	-1%	4%	-6%	?	0.5%	-9%	1%	-5%	i
Cc1cc(NC(=O)CSc2nc3ccccc3[nH]2)no1	-9%	3%	-8%	-5%	0.0%	-8%	-41%	5%	i
CSc1ccc(Cn2c(C)c(C(=O)NCc3ccc(F)cc3)sc2=O)cc1	/	/	-34%	/	0.9%	-6%	-18%	1%	i
O=c1[nH]n(CC2COC3(CCCCC3)O2)c(=O)c2ccccc12 (centres undefined)	-4%	19%	94%[activator]	-22%	7.0%	9%	-2%	13%	i
Cc1ccc(CNC(=O)CN2C(=O)COc3ccc(S(=O)(=O)Nc4ccccc4)cc32)cc1	7%	/	11%	26%	5.1%	?	-6%	/	?
COc1ccc(C2C3=C(N=C4SCC(=O)N42)c2ccccc2CC3)cc1OC (centres undefined)	3%	16%	-20%	?	-0.1%	-7%	0%	7%	i
O=C(O)C1CCCN(S(=O)(=O)c2ccc(Cl)s2)C1 (centres undefined)	0%	1%	7%	-5%	-1.1%	0%	10%	2%	i
COc1ccc(NS(=O)(=O)c2cccc(C(=O)NCC(c3ccc(OC)cc3)N3CCCCC3)c2)cc1 (centres undefined)	-9%	7%	-6%	17%	1.5%	-24%	-33%	1%	i
CC1(C(=O)NS(=O)(=O)Cc2ccccc2)CCN1C(=O)Cc1ccccc1Cl (centres undefined)	/	/	-4%	/	-0.3%	-9%	-4%	4%	i
COc1ccc(-c2[nH]c(-c3ccccc3)nc2SCC(=O)Nc2ccc3c(c2)OCCO3)cc1	-12%	/	?	?	0.7%	-22%	-5%	/	?
Cc1ccc(NC(=O)CN(C)C(=O)C2CC(=O)N(Cc3ccccc3)C2)cc1 (centres undefined)	0%	-1%	11%	1%	-0.7%	6%	0%	4%	i
